bIAP act – intestinal alkaline phosphatase (bovine) activation. hit rate 0.17% among 200,000. activation factor at 20 µM. AID 1016. purified bovine IAP, CDP-star luminescence, 30 min; active compounds read high; fold of DMSO-control signal, blank-subtracted;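 active = activation factor of 2 or more at 20 µM, a signal rise over negative controls twice the positive control's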
Diaphorase act – activates diaphorase or chemically reduces, flagging diaphorase assay artifacts; Diaphorase/resazurin coupled assay, resorufin fluorescence, 16 min; active compounds read high; 1 = vehicle wells, 0 = NADH-free wells; activation factor at 20 µM; hit rate 0.005% among 190,000; AID 1229;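 active = diaphorase activity raised at least twofold by the compound at 20 µM; inactive = activation factor below 2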
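Material: purified diaphorase enzyme from Clostridium kluyveri / Medium: HEPES pH 7.4 buffer with MgCl2 and Tween 20 / Schedule: enzyme reaction of 16 min at room temperature / Measured by: resorufin fluorescence, excitation 544 nm, emission 590 nm / Evaluation: rise in resorufin formation, marking diaphorase activation or chemical reduction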
TNAP inh no acc – TNAP (human) inhibition, acceptor-free conditions; P05186; purified TNAP, CDP-star luminescence, 30 min; inhibition, % at 20 µM; hit rate 0.26% among 200,000; AID 1012;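 active = tissue-nonspecific alkaline phosphatase inhibition above about 50% at 20 µM in the single-dose screen, limit read from the data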;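 note: 0% = DMSO negative control and 100% = EDTA positive control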
Target sequence (P05186 whole entry, looked up): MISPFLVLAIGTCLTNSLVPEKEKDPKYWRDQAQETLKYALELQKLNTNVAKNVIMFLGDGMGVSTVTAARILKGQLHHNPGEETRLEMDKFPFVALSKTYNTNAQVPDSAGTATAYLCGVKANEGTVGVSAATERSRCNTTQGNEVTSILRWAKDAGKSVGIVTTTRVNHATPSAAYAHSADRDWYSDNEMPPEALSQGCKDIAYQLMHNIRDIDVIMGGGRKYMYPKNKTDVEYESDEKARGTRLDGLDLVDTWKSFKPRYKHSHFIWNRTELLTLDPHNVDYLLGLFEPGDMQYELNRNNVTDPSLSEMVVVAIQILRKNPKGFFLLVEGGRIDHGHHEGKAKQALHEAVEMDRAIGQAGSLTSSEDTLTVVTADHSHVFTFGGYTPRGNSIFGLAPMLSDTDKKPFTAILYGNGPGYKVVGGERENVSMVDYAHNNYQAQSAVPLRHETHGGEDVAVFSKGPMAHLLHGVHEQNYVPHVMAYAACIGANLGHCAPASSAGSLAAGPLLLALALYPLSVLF
TNAP inh hiacc – TNAP (human) inhibition, high acceptor. purified TNAP, CDP-star luminescence, 1 M DEA. inhibition, % at 20 µM. hit rate 0.03% among 200,000;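 active = over 50% inhibition of tissue-nonspecific alkaline phosphatase at 20 µM in the single-dose screen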;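 note: plate controls were DMSO wells for no effect and EDTA-quenched wells as full inhibition for full effect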
PMI activator – phosphomannose isomerase (human) activation; activation factor at 20 µM; hit rate 0.005% among 190,000; AID 1214; purified human PMI, coupled resazurin fluorescence, 20 min; active compounds read high; 1 = vehicle control, 0 substrate-free wells;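 active = activation factor of 2 or more at 20 µM, relative to plate controls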
Target sequence (P34949 whole entry, looked up): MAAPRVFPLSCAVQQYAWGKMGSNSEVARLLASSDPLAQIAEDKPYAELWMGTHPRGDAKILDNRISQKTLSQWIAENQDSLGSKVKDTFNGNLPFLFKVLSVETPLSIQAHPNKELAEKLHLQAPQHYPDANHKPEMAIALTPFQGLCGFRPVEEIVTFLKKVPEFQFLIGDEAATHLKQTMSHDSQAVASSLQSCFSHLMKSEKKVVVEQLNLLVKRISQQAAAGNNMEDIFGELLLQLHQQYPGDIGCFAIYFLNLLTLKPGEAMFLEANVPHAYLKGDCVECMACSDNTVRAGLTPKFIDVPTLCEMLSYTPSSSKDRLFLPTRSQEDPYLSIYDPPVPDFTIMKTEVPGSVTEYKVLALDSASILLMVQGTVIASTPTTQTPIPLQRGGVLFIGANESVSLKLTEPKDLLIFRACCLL
bIAP inhibitor – intestinal alkaline phosphatase (bovine) inhibition | 190,000 tested, under 10 active | inhibition, % at 20 µM | AID 1019 | purified bovine IAP, CDP-star luminescence, 30 min;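 active = over 50% inhibition of intestinal alkaline phosphatase at 20 µM in the single-dose screen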
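Assay system: bovine IAP enzyme; medium: DEA buffer 100 mM, pH 9.8, with MgCl2 1.0 mM, ZnCl2 0.02 mM; doses: 20 µM single dose; incubation: enzyme reaction for 30 min at room temperature; detection: CDP-star luminescence signal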
Diaph inh CS – diaphorase inhibition or chemical oxidation counter-screen | inhibition, % at 20 µM | hit rate 0.69% among 190,000 | diaphorase resazurin-to-resorufin fluorescence, NADH, 16 min; bacterial (C. kluyveri) enzyme, not human;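 active = primary screen inhibition at 20 µM above a set limit, cut at about 50% in these data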;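 note: plate controls were DMSO with full reaction for no effect and wells lacking NADH for full effect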
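Assay system: diaphorase enzyme from Clostridium kluyveri; Input: enzyme working solution with 0.14 U/mL diaphorase; Timing: 16 min at room temperature; Technique: resorufin fluorescence, excitation 544 nm, emission 590 nm; Benchmarks: positive control minus NADH, DMSO neutral control.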
PMI act hi M6P – activators of human phosphomannose isomerase at near-saturating mannose 6-phosphate; coupled PMI enzyme assay, resazurin fluorescence, 20 min; active compounds read high; 1 = untreated enzyme, 0 = substrate-free blank; activation factor at 20 µM; hit rate 0.34% among 190,000; AID 1216;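 active = activation factor of 2 or more at 20 µM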
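test system = human PMI in coupled enzyme assay | medium = HEPES-buffered pH 7.4 with magnesium and detergent | also added = 1.0 mM mannose-6-phosphate substrate with 0.22 mM NADP+ | compound = 20 µM single dose | times = 20 min incubation at room temperature | measured by = resorufin fluorescence (Ex 544/Em 590 nm) from resazurin via diaphorase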
TNAP act hi DEA – activators of human TNAP at high phosphate acceptor concentration | P05186 | purified TNAP, CDP-star luminescence, 1 M DEA, 30 min; active compounds read high; 0 = EDTA background, 1 = DMSO-only activity | activation factor at 20 µM | 200,000 tested, under 10 active;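 active = activation factor at least 2 at 20 µM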
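system = human TNAP | amount = enzyme diluted 1/800 final | reagent = 100 µM CDP-star substrate | signal = luminescent substrate turnover signal | dosing = one dose, 20 µM | benchmarks = EDTA negative control, DMSO positive control | measure = activation factor | timing = 30 min reaction, room temperature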
L major viab – reduces viability of Leishmania major promastigotes; resazurin fluorescence viability; inhibition, % at 10 µM; hit rate 9% among 200,000; AID 1063; in the data active = inhibition above about 50%;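 note: promastigotes grown with compound for 44 hours at 28 °C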
* hit, by the source's call; · = not tested or not shown. Random draw from the library, and some 10% of all compounds hit somewhere here.

Screens in order – bIAP act	Diaphorase act	TNAP inh no acc	TNAP inh hiacc	PMI activator	bIAP inhibitor	Diaph inh CS	PMI act hi M6P	TNAP act hi DEA	L major viab
- CCOC(=O)C(C)(C)N(Cc1ccccc1C)S(=O)(=O)c1ccc(Cl)c([N+](=O)[O-])c1
    1	0.8	-6	-4	0.9	3	25	0.9	1	100*
- COC(=O)c1[nH]c2cc(OC)c(OC)cc2c1NC(=O)Oc1ccccc1
    1	0.8	-11	-4	0.8	0	23	0.9	1	5
- Cc1cc(C)c(C#N)c(SCc2ccccc2C(=O)O)n1
    0.9	0.9	-14	-3	1	9	13	1	1	-2
- CCOc1ccc(S(=O)(=O)NCc2ccco2)c2ccccc12
    0.9	0.7	-6	-2	0.8	10	33	0.5	1	6
- Cc1cc(NC(=O)CSc2nc(-c3ccccc3)cs2)no1
    0.9	1	-10	-2	1	15	4	1	1	-2
- COc1ccc(C)c2sc(=NC(=O)C(C)C)n(C)c12
    1	0.9	-10	-4	1	4	10	1	1	9
- Clc1ccccc1-c1nc2ccccc2c2nc3ccccc3n12
    1	0.6	-7	-1	0.9	3	39	1	1	20
- C=CCNc1oc(-c2cccc3ccccc23)nc1C#N
    0.9	0.7	-8	-1	0.8	12	34	0.8	1	5
- CC(=O)NC1=NN(c2ccccc2)C(=O)C1
    1.1	1	-9	-4	1	-8	-4	1.1	1	-5
- Nn1c(-c2ccccn2)nnc1-c1ccccn1
    0.8	0.9	-16	-4	1	19	8	1	1	4
- COc1cccc(-c2cc3c(-n4cccc4)ncnc3o2)c1
    0.8	0.8	-8	-7	0.9	16	19	0.9	1.1	5
- O=C1CN(C(=O)c2cc([N+](=O)[O-])ccc2Cl)C(c2ccccc2)c2cc(F)ccc2N1 (configuration not stated)
    0.3	0.8	-2	4	0.9	·	17	0.9	1	31
- CC(C)CCNC(=O)C1CCN(c2nc3ccccc3o2)CC1
    1.1	1	-10	-5	1	-8	3	1	1.1	0
- COC(=O)c1cn(CC(=O)N2C(C)CCCC2C)c2ccccc12 (configuration not stated)
    0.9	1.1	-12	0	1.1	6	-6	1.1	1	-4
- Cc1ccc(NC(=O)C/C(N)=N/OC(=O)c2ccccc2)cc1
    1	1.1	-10	-3	1.1	-2	-8	1	1	0
- CCCCC(=O)Nc1nn(C)c2nc3c(C)cccc3cc12
    1.1	1	-19	-8	1	-13	3	0.9	1.1	-2
- COc1ccccc1NC(=S)N/N=C1\CC(C)(C)Oc2ccc(O)cc21
    1.1	0.6	7	6	0.8	-14	38	0.9	0.9	-4
- O=S(=O)(c1ccc(Cl)cc1)N1CCN(C(=S)Nc2ccccc2F)CC1
    1	0.7	-14	-4	0.9	-1	34	0.9	1	6
- CCS(=O)(=O)C(=C(Nc1ccc(OC)cc1)Nc1ccc(OC)cc1)S(=O)(=O)CC
    1	0.9	0	-8	1.1	-3	12	1	1.1	1
- CC(C(=O)Nc1cccc([N+](=O)[O-])c1)[n+]1ccccc1 (configuration not stated)
    1.1	1	3	2	1.1	-9	3	0.9	1	-1

Fetched by compound from the list above (two):
Screens in order – bIAP act	Diaphorase act	TNAP inh no acc	TNAP inh hiacc	PMI activator	bIAP inhibitor	Diaph inh CS	PMI act hi M6P	TNAP act hi DEA	L major viab
- COC(=O)c1cn(CC(=O)N2C(C)CCCC2C)c2ccccc12 (configuration not stated)
    0.9	1.1	-12	0	1.1	6	-6	1.1	1	-4
- Nn1c(-c2ccccn2)nnc1-c1ccccn1
    0.8	0.9	-16	-4	1	19	8	1	1	4

Other structures.
Screens in order – bIAP act	Diaphorase act	TNAP inh no acc	TNAP inh hiacc	PMI activator	bIAP inhibitor	Diaph inh CS	PMI act hi M6P	TNAP act hi DEA	L major viab
- COc1ccc(OCC(=O)Nc2cc3oc4ccccc4c3cc2OC)cc1
    1	0.8	-14	-5	0.9	1	15	0.9	1	22
- Cc1ccc(CSc2nnc(-c3ccncc3)n2CC2CCCO2)cc1 (configuration not stated)
    1.1	0.9	13	0	1	-7	6	1	1	-7
- O=C(O)c1ccc(-c2nc(-c3ccc(Cl)cc3Cl)cs2)cc1
    1.1	1	-12	-5	1.1	-6	5	1	1	1
- CC(=O)Nc1ccc(C(=O)N(C)C(C(=O)Nc2ccccc2)c2ccccn2)cc1 (configuration not stated)
    0.8	0.9	-7	-7	1	24	12	1	1.1	-3
- Cc1cccc(NC(=O)/C(C#N)=C\c2cn(CC(=O)O)c3ccccc23)c1
    1.1	1.1	-3	-1	1.3	-13	-7	1.1	1	2
- CCOC(=O)C(C(=O)Nc1ccc(C)cc1)C1CCCCC1 (configuration not stated)
    0.9	0.8	-2	-2	0.9	12	15	0.9	1	3
- COc1ccc(C(=O)Nc2ccc(NC(=O)c3cccs3)c(OC)c2)cc1Cl
    0.9	0.9	2	-4	1	6	12	1	1	7
- Cc1ccc(C(=O)CSc2nnc(-c3ccccc3N)n2C)cc1C
    1	0.9	-6	-1	1	-1	12	1	1	2
- Cc1ccc(NC(=S)/C(=C(\[O-])c2ccc(F)cc2)[n+]2ccccc2)cc1
    1	0.8	-10	-2	0.9	3	16	0.7	1	-1
- CCOC(=O)CCc1cccc2c1CCC2=O
    1.1	0.9	-2	-5	0.9	-6	14	0.9	1.1	-4
- COc1ccc(-c2c(C#N)c(N)nc3c2CCCCCC3)cc1OC
    0.9	0.9	-12	-1	0.9	5	7	0.9	1	2
- COc1ccc(NC(=O)Nc2cccc(F)c2)c(OC)c1
    1	0.9	-11	0	1.1	-3	6	1	1	3
- CCOc1cc2[nH]c(=O)n(Cc3ccc(C(=O)NCCCN4CCC(C)CC4)cc3)c(=O)c2cc1OCC
    1.1	1	-19	-6	0.9	-13	1	0.9	1.1	1
- O=C(NNS(=O)(=O)c1ccc(Br)cc1)c1sccc1-n1cccc1
    1.1	0.8	-5	-7	0.9	-6	20	0.9	1.1	-7
- CCN(C(=O)COc1cc(=O)n(CC)c2ccccc12)c1cccc(Cl)c1
    1	1	4	6	1	-1	2	1	0.9	24
- CCOC(=O)C1=C(C)C(c2ccccc2OC)NC(=S)N1 (configuration not stated)
    0.9	1	-9	-4	1	9	0	1.1	1	-1
- CC(NC(=O)C1(C)CC1(Br)Br)C(C)(C)C (configuration not stated)
    1	1	-7	1	1	2	4	1	1	-6
- CCn1c(=O)c(-c2nc3ccccc3[nH]2)c(O)c2ccccc21
    1	1	2	3	1.1	-4	-5	1.1	1	20
- Cc1ccc(C)n1CCN1CCN(C(=O)CSc2nc3ccccc3nc2N2CCOCC2)CC1
    1	1.1	-6	-7	1	0	-5	0.9	1.1	6
- Cc1cc(F)ccc1NC(=O)c1ccc(NS(=O)(=O)c2cc(C(C)(C)C)ccc2C)cc1
    1.1	0.7	-8	-7	0.9	-9	27	0.9	1.1	-7
- c1ccc2c(c1)NC1(CCCC1)n1c-2nc2ccccc21
    0.9	0.8	-13	-6	0.9	14	22	0.9	1.1	44
- CSc1ccccc1NS(=O)(=O)c1ccc2c(c1)OCCO2
    1	0.9	-15	-4	1	0	13	0.9	1	-2
- COc1ccccc1Nc1ncc(C(=O)Nc2ccc(OC)c(OC)c2)c2ccccc12
    0.6	1	-174	-9	1	38	3	0.9	1.1	3
- O=C(CSc1ncccn1)NC(=O)c1ccccc1
    1.2	1	-12	2	1.1	-21	-3	1.1	1	1
- Clc1cc(Cl)c(OCc2nc(-c3ccccn3)no2)cc1Cl
    1.1	1	-5	-5	0.9	-6	0	0.9	1.1	-1
- COC(=O)c1ccc(CSc2nc(C)nc3c2c(=O)n(C)c(=O)n3C)o1
    1.1	1	-1	1	1	-12	3	1	1	-7
- O=C(CCCOc1ccccc1)n1nnc2ccccc21
    0.9	0.9	-13	-5	1	7	12	1.1	1.1	-4
- Nc1nc(-c2ccccn2)nc(N)c1Cc1c(F)cccc1Cl
    1	1	-70	-4	1	-2	-4	1	1	101*
- Cc1nnc(SCc2cc(=O)[nH]c(/N=C(\N)Nc3ccccc3Sc3ccccc3)n2)s1
    1.2	0.5	-21	-7	0.9	-24	48	0.9	1.1	-1
- CC(=O)c1ccc(N2CCN(C(=S)Nc3cc(C)ccc3C)CC2)cc1
    1	0.9	-12	2	0.9	2	10	0.9	1	3
- CCOCCCNC(=O)C(Cc1ccccc1)NS(=O)(=O)c1ccc2c(c1)c(=O)n(C)c(=O)n2C (configuration not stated)
    0.9	0.9	-10	-6	1	12	7	0.9	1.1	-5
- CCCNC(=O)c1ccc2nc(-c3ccccc3)c(-c3ccccc3)nc2c1
    0.9	0.8	-7	-3	1	14	17	0.9	1	7
- CCN1CCc2nc(NC(=O)Cc3ccc4c(c3)OCCO4)sc2C1
    1.2	0.9	-8	-4	0.9	-18	6	0.9	1	-1
- Cc1cc(C)n(CC(O)CN(c2ccccc2)S(=O)(=O)c2ccc3ccccc3c2)n1 (configuration not stated)
    1.1	0.8	16	-4	0.9	-7	16	1	1	61*
- CC(=O)Nc1ccc(OCCC[n+]2ccccc2)cc1
    1	1.1	-9	-2	1	4	-8	1	1	-4
- COc1ccc(S(=O)(=O)NC(N)=NCCc2ccccc2OC)cc1
    1	1	-10	-4	1.1	4	3	1.1	1	-1
- COc1cc(C(=O)NCC(=O)OCc2cc(=O)oc3c(C)c(C)ccc23)cc(OC)c1OC
    0.9	1	-10	0	1.1	7	5	1	1	-3
- O=C(NCc1ccc2c(c1)OCO2)c1ccc(N2CCCCCC2)c([N+](=O)[O-])c1
    0.9	1	6	7	0.9	8	1	1	0.9	14
- Cc1cc[n+](CC(=O)N2CCCc3ccccc32)cc1
    1.2	1	-11	-1	1	-15	-5	1	1	0
- C=CCSc1nc(=O)n2ccccc2n1
    0.9	0.9	-9	-4	1	10	8	1	1	-7
- CCOC(=O)c1cnc(-n2nc(C)cc2C)nc1N1CCOCC1
    1	1.1	-2	1	1	1	-9	1	1	5
- CN(CC(=O)Nc1ccc(N2CCOCC2)cc1)C(=O)C1CCCC1
    1.3	1	2	-4	1	-31	-3	0.9	1	-2
- C=CCOC(=O)C1=C[C@H](c2ccccc2)[C@@H](CCCO)[C@H](OCC)O1
    1	0.7	-7	-5	0.9	-3	34	1	1	-3
- COc1ccccc1-n1c(SCC(=O)NC2CCCCC2)nc2c(c1=O)SCC2
    1	0.9	-19	-4	1	4	12	1.1	1	-2
- CCOC(=O)c1cccc2c(=O)c(C(=O)c3ccc(Cl)cc3)c(C(=O)OC)[nH]c12
    0.9	0.9	-22	-3	1	10	14	0.8	1	31
- COc1nc(-c2ccccc2)cc(-c2ccccc2)n1
    1	0.9	-2	0	0.8	3	11	0.8	1	1

Source: PubChem
